p53ts 32C tox: kills p53ts cells at the permissive temperature; 0.93% of 130,000 active; H1299-p53A138V at 32C, ATP luminescence viability, 24 h; AID 924; Potency, µM (highest dose often 46.1 µM), inactives show top-dose activity change, negative = cytotoxicity, actives largely listed as cytotoxic;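 note: 0% = DMSO and -100% = full killing by reference compound; nearly all actives have a fitted effect of over 55% in size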
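ATP-content luminescence (ATPlite) read-out after 24 h compound exposure at 32C in H1299-p53A138V cells (600/well). Tested up to 46 uM. Normalized to DMSO (0%) and 100 uM tamoxifen (100% killing); Hill-fit AC50.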
p53ts 39C tox: kills p53ts cells at the nonpermissive temperature | H1299-p53A138V viability at 39C, ATP luminescence, 24 h | AID 902 | Potency, µM (top dose mostly 46.1 µM), without a hit: at the highest dose activity change, negative = cell killing, actives largely listed as cytotoxic | 1.5% of 130,000 active; note: nearly all actives have a fitted effect of over 55% in size
Imprint erasure: inducers of genomic imprint erasure in mouse ES cells | mouse ES Peg3-LacZ reporter, beta-gal luminescence, 40 h | 0.02% of 110,000 active | AID 1948 | Potency, µM (doses to about 60.7 µM), inactives show at the highest dose activity change, positive = activation, usual class: activators;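 note: 0% = negative control wells on the plate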
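Each well holds 300 Peg3LacZ-Neo (maternal) female ES cells incubated 40 h at 37C, 5% CO2. LacZ is measured by BetaGlo luminescence, with AC50 and maximum efficacy derived from dose-response curves.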
IkB sig inh: suppresses IkB signaling in ABC-DLBCL reporter cells | 0.04% of 110,000 active | ABC-DLBCL IkBa-CBG/CBR dual luciferase ratio, 4 h; response scale: scaled: untreated 0%, proteasome inhibitor 100% | Potency, µM (series often up to 57.1 µM), without a hit: at the highest dose IkBa stabilization activation; active = well fitted curve in the direction sought with a large enough effect in the signal ratio, not every such curve was filed as active; inconclusive = small, poorly fitted or top-dose-only effect, or a change in a side signal; the % refers to the signal ratio;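 note: the direction sought is a rising ratio; 0% = basal untreated cells and 100% = reference inhibitor full response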
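Curves were fitted separately to fusion (green), unfused (red) and ratio luminescence, then classed by r2, magnitude and activity. Cells: OCI-Ly3, 4 h compound plus doxycycline at 37C; 10 uM MG-132 defined full response.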
Starred values were filed as active, the others as inactive; ? = inconclusive; . = not tested or not shown; [ ] = dose if it differs, or a comment. Unless noted, calls come from the whole dose curve; as a rule, active = well fitted curve in the direction sought with a large enough effect; inconclusive = small, poorly fitted or top-dose-only effect, or another doubt; inactive = no such curve, though single readings can be large; an effect the other way counts as inactive or inconclusive. Unless noted, % is set by controls: 0 for no effect and ±100 for the full control effect; potency is the fitted concentration of half-maximal effect.

No.	compound	Imprint erasure	IkB sig inh	p53ts 39C tox	p53ts 32C tox
1	COc1cccc(NC(=O)CSc2nc(-c3ccccc3)nc3c2Cc2cc(Cl)ccc2O3)c1	-13%[10.9 µM]	0.0%	-1%	1%
2	c1csc(-c2nnc(-c3ccc(N4CCOCC4)cc3)o2)c1	-63%[inhibitor]	1.9%	13µM*	13µM*
3	COc1ccc(NC(=O)CSc2nnc(-c3ccccn3)n2N)cc1Cl	-9%	-3.3%	-7%	-12%
4	COc1ccc(-c2nsc(NC(=O)c3oc4cc(C)c(C)cc4c3C)n2)cc1	-11%[10.9 µM]	0.1%	2%	10%
5	Cc1cc(C)c2nc(N3CCCC(C(=O)NCc4ccccc4F)C3)sc2c1 (configuration not stated)	-4%[10.9 µM]	?	?	0%
6	Cc1cccc(S(=O)(=O)c2c(N)n(Cc3ccco3)c3nc4ccccc4nc23)c1	-20%	?	22%	18%
7	COc1cc(-c2nc3oc4ccccc4c(=O)c3c(=O)n2Cc2ccco2)cc(OC)c1OC	-17%	?	-14%	-23%
8	CSc1ccc(CNC(=O)CCn2ccc3cc(S(=O)(=O)N4CCCC4)ccc32)cc1	-7%[10.9 µM]	-0.1%	-16%	-7%
9	CCOC(=O)C1CCN(CC(=O)Nc2cc(C)c3c(=O)oc4ccccc4c3n2)CC1	6%[10.9 µM]	?	-3%	-1%
10	CCc1c(C)nc2ncnn2c1N1CCC(C(=O)NCc2ccc3c(c2)OCO3)CC1	-14%	1.1%	0%	-4%
11	O=C(CN1CCC(n2nnc3cc(F)ccc32)CC1)NCc1ccco1	-2%	0.3%	1%	11%
12	O=S(=O)(Nc1ccc(-c2ccc(N3CCCC3)nn2)cc1)c1cc(F)ccc1F	-4%[10.9 µM]	-1.7%	-16%	-5%
13	Cn1c(=O)c2c(nc(CN3CCOCC3)n2CCCO)n(C)c1=O	.	-0.8%	11%	0%
14	Cc1cc(C)cc(NC(=O)Cn2c(=O)n(-c3cc(C)cc(C)c3)c(=O)c3oc4ccccc4c32)c1	18%[10.9 µM]	?	-20%	15%
15	O=C1c2ccccc2C(=O)N1c1cccc(-c2csc(Nc3ccc4c(c3)OCO4)n2)c1	.	.	?	?
16	COc1ccc(N2CCN(C(=O)NCc3noc4ccccc34)CC2)cc1	-13%[10.9 µM]	-0.6%	-2%	5%
17	Cc1nc2scc(C)n2c(=O)c1S(=O)(=O)Nc1cccc(C(F)(F)F)c1	3%[10.9 µM]	?	-12%	5%
18	OCCN1CCOCCN(CCO)CCOCC1	-4%	4.4%	-8%	1%
19	COc1cccc(C(=O)N2c3ccc(C)cc3C(C)(c3ccccc3)CC2(C)C)c1 (configuration not stated)	-15%[10.9 µM]	?	-28%	0%
20	Cc1ccc(NC(=O)N2CCN(Cc3nc4ccc(C)cc4o3)CC2)cc1	23%[10.9 µM]	-1.5%	?	0%
21	Cc1ccc2c(c1)NC(=O)C(CC(=O)NCCCN1CCCCC1C)O2 (configuration not stated)	-19%	1.1%	-8%	8%
22	Cc1c(S(=O)(=O)O)oc2c1C(=O)C(=O)c1c-2ccc2c1CCCC2(C)C	?	.	-4%	-22%
23	Cn1c(N2CCN(C(=O)NC34CC5CC(CC(C5)C3)C4)CC2)nc2ccccc21	.	.	17%	-10%
24	Cc1ccc(Cl)cc1N1CCN(C(=O)c2cccn2-c2nnc(N3CCCCC3)s2)CC1	-9%[10.9 µM]	?	-1%	18%
25	Cc1cn2c(=O)cc(COC(=O)c3ccc(NC(=O)c4ccccc4C)cc3)nc2s1	-18%[10.9 µM]	?	-25%	-21%
26	CCCC[C@@H]1C[C@H]1C(NC(=O)c1ccco1)c1ccccc1C(F)(F)F (some centres not stated)	-10%	.	-12%	14%
27	Cn1c(=O)n(CC(=O)NC2CCCCC2)c(=O)c2ccccc21	-7%	-0.2%	14%	-14%
28	COc1cccc(CNC(=O)CCS(=O)(=O)c2ccc3c(c2)oc(=O)n3C)c1	15%[10.9 µM]	0.8%	15%	-2%
29	Cc1onc(-c2c(Cl)cccc2Cl)c1C(=O)NC(=S)Nc1sc2c(c1C(N)=O)CCC(C)C2 (configuration not stated)	.	.	4%	21%
30	COCCNc1cc(C)nc2c(-c3ccccc3OC)c(C)nn12	-10%	2.0%	5%	-3%
31	CCCc1cc(=O)[nH]c(/N=C(/NC(=O)c2ccccc2)Nc2ccc3c(c2)OCCO3)n1	-5%	0.2%	-3%	4%
32	O=C(CCn1c(=O)c2cccn2c2ccc(F)cc21)NCc1ccccc1F	10%[10.9 µM]	0.3%	-7%	6%
33	CCOC(=O)Nc1c(C(=O)OC)[nH]c2cc(OC)ccc12	-7%	-4.6%	0%	15%
34	O=C(CSc1nc2ncccc2o1)Nc1cccc(C(F)(F)F)c1	-7%[10.9 µM]	0.2%	?	-15%
35	CCOc1ccc(NC(=O)CSc2nnc(Cn3cnc4ccccc43)n2C)cc1	.	.	1%	-2%
36	Cc1ccc(S(=O)(=O)c2[nH]c(-c3ccccc3)nc2SCC(N)=O)cc1	-11%[10.9 µM]	?	13%	3%
37	COc1ccccc1CNC(=O)CCCCn1c(=O)c2ccccc2n(CC(=O)Nc2cc(Cl)ccc2C)c1=O	-5%[10.9 µM]	?	-27%	?
38	COc1cccc(C=Nc2cccnc2)c1O	-9%	-1.5%	3%	-2%
39	CC(CCc1ccccc1)NC(=O)Cn1c(=O)nc(-c2ccccc2)c2cc(Cl)ccc21 (configuration not stated)	-9%[10.9 µM]	?	-17%	-26%
40	Cc1nc(CNS(=O)(=O)c2cccnc2)cs1	-3%	0.7%	7%	-2%
41	O=C(Cn1ncc2c3ccccc3n(Cc3ccc(F)cc3)c2c1=O)NCc1cccs1	-6%[10.9 µM]	-0.3%	-4%	-2%
42	COc1cccc(C2=NOC(C(=O)N3CCc4ccccc4C3)C2)c1 (configuration not stated)	-23%	?	?	-7%
43	Cc1csc(SCCn2c(N3CCOCC3)nc3c2c(=O)[nH]c(=O)n3C)n1	-12%	1.6%	-6%	8%
44	Cc1nc2ccn(Cc3cccnc3)c(=O)c2cc1C(=O)N1CCN(c2ccccc2F)CC1	-13%[10.9 µM]	0.9%	-3%	0%
45	Cc1cc2c(cc1C)NC(CC(=O)Nc1cccc(Cl)c1)C(=O)N2 (configuration not stated)	-12%[10.9 µM]	?	?	?
46	CN(Cc1cc(Cl)cc(Cl)c1O)Cc1c(O)ccc2ccccc12	-12%[10.9 µM]	2.3%[11.4 µM]	-12%[9.22 µM]	9%[9.22 µM]
47	CCN(C(=O)CSc1nc2nc(C)cc(C)n2n1)c1ccccc1	-4%	0.7%	7%	1%
48	COc1ccc(Br)cc1Cn1nnc(C(=O)Nc2ccc(C)cc2C)c1N	-8%[10.9 µM]	?	-7%	4%
49	CN1CCN(c2ccnc(-c3ccccc3C(F)(F)F)n2)CC1	-24%	0.9%[11.4 µM]	-2%	-9%
50	CCOC(=O)c1cc2c(C)nn(-c3ccccc3)c2s1	.	.	7%	-2%

Laid out differently: results already given.
#45 Cc1cc2c(cc1C)NC(CC(=O)Nc1cccc(Cl)c1)C(=O)N2 (configuration not stated)
#46 CN(Cc1cc(Cl)cc(Cl)c1O)Cc1c(O)ccc2ccccc12
#44 Cc1nc2ccn(Cc3cccnc3)c(=O)c2cc1C(=O)N1CCN(c2ccccc2F)CC1
#50 CCOC(=O)c1cc2c(C)nn(-c3ccccc3)c2s1
#49 CN1CCN(c2ccnc(-c3ccccc3C(F)(F)F)n2)CC1

assay / compound,45,46,44,50,49
Imprint erasure,-12%[10.9 µM],-12%[10.9 µM],-13%[10.9 µM],.,-24%
IkB sig inh,?,2.3%[11.4 µM],0.9%,.,0.9%[11.4 µM]
p53ts 39C tox,?,-12%[9.22 µM],-3%,7%,-2%
p53ts 32C tox,?,9%[9.22 µM],0%,-2%,-9%

Next records:
No.	compound	Imprint erasure	IkB sig inh	p53ts 39C tox	p53ts 32C tox
51	Cc1cc2c(cc1S(=O)(=O)Nc1ccc(OC(F)(F)F)cc1)OCC(=O)N2	-6%[10.9 µM]	?	-10%	-4%
52	CCc1ccc(C2C(C(=O)Nc3ccccc3OC)=C(C)Nc3c(C(=O)Nc4ccc(C)cc4)cnn32)cc1 (configuration not stated)	-6%[10.9 µM]	?	14%	19%
53	CC(=O)C1=C(C)NC(SCC(=O)c2ccc(C)cc2)=C(C#N)C1c1ccco1 (configuration not stated)	-20%	7.7%	17%	20%
54	CC(=O)Nc1c(C(=O)O)oc2ccccc12	-2%	7.6%	8%	-11%
55	Cc1ccc(NC(=O)CN2CCN(S(=O)(=O)c3ccc(C(C)C)cc3)CC2)cc1F	-6%[10.9 µM]	?	0%	11%
56	O=C(NCc1ccc2c(c1)OCO2)C1CC(=O)N(c2ccc(O)cc2)C1 (configuration not stated)	-3%	-1.5%	8%	3%
57	COC(=O)C(NS(=O)(=O)c1ccc(NC(C)=O)cc1)C(C)C (configuration not stated)	-12%	0.3%	-1%	-11%
58	O=C(NCC12CC3CC(CC(C3)C1)C2)c1nn2c(c1Cl)NC(c1ccco1)CC2C(F)(F)F (configuration not stated)	-22%	-1.6%	-23%	-2%
59	COc1cccc(CNC(=O)CNS(=O)(=O)c2ccc3nc(C)sc3c2)c1	-11%[10.9 µM]	0.2%	-10%	-2%
60	CCCOc1ccc(CNC(=O)C(NS(=O)(=O)c2cccs2)C(C)C)cc1 (configuration not stated)	-6%[10.9 µM]	0.0%	14%	-1%
61	Cc1noc(C)c1CSc1nc2cc(S(=O)(=O)N3CCOCC3)ccc2o1	-7%	1.7%	-6%	4%
62	COc1cccc(CNCc2ccccn2)c1OC	-9%	0.9%	-12%	3%
63	CC(C(=O)NCCC1=CCCCC1)N1C(=O)c2ccccc2C1=O (configuration not stated)	21%	-0.6%	-10%	20%
64	CC(c1ccccc1)n1cc(C(=O)NCCCn2ccnc2)nn1 (configuration not stated)	-18%	-0.8%	-5%	-6%
65	CN(C)S(=O)(=O)c1ccc(C(=O)N2CC(=O)Nc3ccc(Br)cc3C2c2ccc(F)cc2)cc1 (configuration not stated)	-12%[10.9 µM]	?	-13%	11%
66	O=C(NCc1cccnc1)c1cccc(Cl)c1	-5%	-0.4%	0%	0%
67	Cc1cc(C)c(NC(=O)CSc2nc(=O)n(Cc3cccnc3)c3c2CCC3)c(C)c1	8%[10.9 µM]	-0.7%	-15%	5%
68	CC(C)C(C(=O)NCc1ccco1)N(C(=O)CNS(=O)(=O)c1ccc(Cl)cc1)C1CCCC1 (configuration not stated)	-6%	?	32%[activator]	11%
69	Cc1ccccc1NC(=O)CN(C)S(=O)(=O)c1cccc2cccnc12	-13%	-2.5%	-2%	6%
70	Cc1cccc(-n2c(=O)c3ccccc3n(Cc3ccccc3)c2=O)c1	4%[10.9 µM]	3.6%	-16%	1%
71	CCOC(=O)N1CCc2c(sc3c2c(=O)n(Cc2ccccc2)c(=O)n3Cc2cc(C)ccc2C)C1	-13%[10.9 µM]	0.0%	-6%	1%
72	O=C(CS(=O)CC(=O)Nc1cccc2c1CCCC2)Nc1ccc(F)cc1 (configuration not stated)	-5%	9.0%	1%	-9%
73	COc1cccc(CNn2cnnc2)c1OCc1ccc(F)cc1	.	0.0%	-9%	-27%
74	CCCCc1cc(=O)oc2cc(C)cc(OCc3nn[nH]n3)c12	-9%	0.3%	-18%	8%
75	CC(C)C(=O)Nc1cc(=O)[nH]c2ncnn12	-11%	-1.7%	11%	6%
76	O=C(NCCc1ccccc1)c1ccc(Cl)nc1	.	.	-22%	-20%
77	N#C/C(=C\c1cccc(F)c1)c1nc(-c2cc3c(ccc4ccccc43)oc2=O)cs1	14%[10.9 µM]	?	10%	-2%
78	COc1ccccc1N1CCN(C(=O)C2CC=CCC2C(=O)O)CC1 (configuration not stated)	-3%	0.4%	3%	7%
79	CCC#CCOCC(=S)Nc1ccccc1	-9%	.	4%	1%
80	COc1cc(-c2[o+]c3cc(O)cc(O)c3cc2O)cc(O)c1O	-12%[10.9 µM]	1.8%[11.4 µM]	9%[9.22 µM]	3%[9.22 µM]

This is a random part of the collection, and some 1.8% of all compounds hit somewhere here.
